BioA inh – BioA (M. tuberculosis) enzyme inhibition; inhibition, % at 9.99 µM; purified M. tuberculosis BioA enzyme, plate reader; 0.096% of 360,000 active; in the data active = inhibition above about 40%
Numbers without * were called inactive. This is a subset (hit frequency here may not be typical).

COc1ccc(S(=O)(=O)Nc2ccc3c(c2)CC(=O)N([C@@H](C)CO)C[C@H](C)[C@@H](CN(C)C(=O)NC2CCCCC2)O3)cc1
- BioA inh: 1.9

O=C(Nc1ccccc1F)N[C@H]1CC[C@@H](CCNS(=O)(=O)c2ccccc2)O[C@@H]1CO
- BioA inh: 0.8

C[C@@H](NC(=O)C[C@H]1C=C[C@@H](NS(=O)(=O)c2cccc(F)c2)[C@H](CO)O1)c1ccccc1
- BioA inh: -0.3

C[C@@H]1CN([C@@H](C)CO)S(=O)(=O)c2ccc(C#CCN(C)C)cc2O[C@H]1CN(C)Cc1ccncc1
- BioA inh: 2.9

COc1ccccc1-c1cnc2c(c1)C(=O)N([C@H](C)CO)C[C@H](C)[C@H](CN(C)C(=O)c1ccccc1)O2
- BioA inh: -3.0

COc1cccc(-c2ccc([C@H]3[C@H]4CN(CC5CC5)CCCCN4[C@H]3CO)cc2)c1
- BioA inh: -8.5

COc1ccc(S(=O)(=O)Nc2ccc3c(c2)C(=O)N([C@@H](C)CO)C[C@H](C)[C@@H](CN(C)Cc2ccc(C(F)(F)F)cc2)O3)cc1
- BioA inh: -0.8

C[C@H]1CCCCO[C@@H](CN(C)S(=O)(=O)c2ccccc2)[C@@H](C)CN([C@@H](C)CO)C(=O)c2cc(NS(=O)(=O)c3ccc(F)cc3)ccc2O1
- BioA inh: -0.6

CC(C)NC(=O)Nc1ccc2c(c1)CC(=O)N([C@H](C)CO)C[C@H](C)[C@@H](CN(C)S(=O)(=O)c1ccccc1)O2
- BioA inh: -1.7

O=C(C[C@H]1C=C[C@H](NS(=O)(=O)c2cccc(F)c2)[C@H](CO)O1)NCc1ccc2c(c1)OCO2
- BioA inh: -2.1

Cc1ccccc1-c1cnc2c(c1)C(=O)N([C@H](C)CO)C[C@@H](C)[C@H](CN(C)Cc1ccccc1F)O2
- BioA inh: 3.9

O=C(O)C[C@@H]1C[C@@H]2c3cc(NC(=O)C4CCC4)ccc3O[C@@H]2[C@@H](CO)O1
- BioA inh: -1.0

Cc1ccc(S(=O)(=O)Nc2ccc3c(c2)C(=O)N([C@@H](C)CO)C[C@H](C)[C@@H](CN(C)Cc2ccc4c(c2)OCO4)OCCCC[C@H](C)O3)cc1
- BioA inh: 0.2

COc1ccc(NC(=O)Nc2ccc3c(c2)CC(=O)N([C@H](C)CO)C[C@H](C)[C@H](CN(C)Cc2ccc4c(c2)OCO4)O3)cc1
- BioA inh: -0.2

CCCNC(=O)[C@@H]1[C@@H](CO)[C@@H]2Cn3c(ccc(-c4ccccc4F)c3=O)[C@H]1N2C(=O)CC
- BioA inh: -0.6

C[C@@H]1CN([C@H](C)CO)C(=O)c2cc(-c3cncnc3)cnc2O[C@H]1CN(C)CC1CCOCC1
- BioA inh: -0.8

COCC(=O)Nc1ccc2c(c1)C(=O)N(C)C[C@@H](OC)[C@H](C)CN(Cc1ccccc1OC)[C@H](C)CO2
- BioA inh: 0.5

CCC(=O)Nc1ccc2c(c1)OC[C@H](C)N(C(=O)C1CCC1)C[C@@H](C)[C@@H](OC)CN(C)C2=O
- BioA inh: -0.3

COc1ccc(S(=O)(=O)N(C)C[C@@H]2Oc3ncc(C#CC4(O)CCCC4)cc3C(=O)N([C@H](C)CO)C[C@@H]2C)cc1
- BioA inh: 1.2

O=C(NCC[C@@H]1CC[C@H](NC(=O)c2cnccn2)[C@H](CO)O1)Nc1ccc(Cl)cc1
- BioA inh: -1.8

O=C(C[C@H]1CC[C@@H]2[C@H](COC[C@@H](O)CN2C(=O)c2ccccn2)O1)NC1CCC1
- BioA inh: -0.8

CCS(=O)(=O)NCC[C@H]1CC[C@H](NS(=O)(=O)c2ccccc2C)[C@@H](CO)O1
- BioA inh: -1.7

COc1ccc(-c2ccc3c(c2)O[C@@H](CN(C)Cc2cccnc2)[C@@H](C)CN([C@@H](C)CO)S3(=O)=O)cc1
- BioA inh: 2.7

CCCNC(=O)C[C@H]1CC[C@@H]2[C@H](COc3ccc(NC(=O)c4cccc(OC)c4)cc3C(=O)N2C)O1
- BioA inh: -0.9

O=C(CCN1CCCCC1)N[C@@H]1CC[C@@H](CC(=O)N2CCC(Cc3ccccc3)CC2)O[C@H]1CO
- BioA inh: -1.4

C[C@@H]1CN([C@@H](C)CO)C(=O)c2cc(NC(=O)Nc3cccc4ccccc34)ccc2O[C@H]1CN(C)Cc1ccccc1
- BioA inh: -1.3

Cc1cccc(S(=O)(=O)N2CC[C@@H]3[C@H]2c2cc(-c4ccccc4F)ccc2N(C)[C@H]3CO)c1
- BioA inh: -2.1

C[C@@H](NC(=O)C[C@@H]1C[C@H]2c3cc(NC(=O)c4ccc5c(c4)OCO5)ccc3O[C@H]2[C@H](CO)O1)c1ccccc1
- BioA inh: 1.6

COc1ccc(S(=O)(=O)N[C@H]2C=C[C@H](CC(=O)N3CCC(Cc4ccccc4)CC3)O[C@H]2CO)cc1
- BioA inh: 3.0

CCNC(=O)C[C@@H]1CC[C@H]2[C@@H](COc3ccc(NC(=O)Nc4cccc(C)c4)cc3C(=O)N2C)O1
- BioA inh: -0.1

CC(C)NC(=O)Nc1ccc2c(c1)C(=O)N([C@H](C)CO)C[C@@H](C)[C@@H](CN(C)S(=O)(=O)c1cccs1)O2
- BioA inh: -0.2

CC(C)C#Cc1ccc2c(c1)O[C@@H](CN(C)CC1CCOCC1)[C@@H](C)CN([C@@H](C)CO)S2(=O)=O
- BioA inh: 0.5

CCC(=O)N(C)C[C@@H]1Oc2cc(C#CCC3CCCC3)ccc2S(=O)(=O)N([C@H](C)CO)C[C@@H]1C
- BioA inh: -4.1

O=C(NCC[C@@H]1CC[C@@H](NS(=O)(=O)c2cccc(F)c2)[C@H](CO)O1)C1CC1
- BioA inh: 0.3

O=C(NCc1cccc(F)c1)[C@H]1[C@H](CO)[C@H]2Cn3c(ccc(-c4cccnc4)c3=O)[C@@H]1N2CC1CC1
- BioA inh: 2.8

C[C@@H]1CN([C@H](C)CO)C(=O)c2ccccc2-c2ccccc2CO[C@@H]1CN(C)S(=O)(=O)c1cccc(C#N)c1
- BioA inh: 3.3

C[C@@H](NC(=O)C[C@@H]1CC[C@@H](NS(=O)(=O)c2cccc(F)c2)[C@H](CO)O1)c1ccccc1
- BioA inh: -1.6

C[C@H]1CN([C@@H](C)CO)C(=O)c2cc(NS(=O)(=O)c3ccc(F)cc3)ccc2O[C@H]1CN(C)Cc1ccc(-c2ccccc2)cc1
- BioA inh: -0.1

C[C@@H]1CN([C@H](C)CO)C(=O)c2cccc(NC(=O)c3ccc(-c4nccs4)cc3)c2O[C@@H]1CN(C)C(=O)NC1CCCCC1
- BioA inh: -0.7

Cc1ccc(S[C@]2(C(=O)NCCCN(C)C)CC(=O)N(C3CCCCC3)[C@@H]2c2ccc(CO)cc2I)cc1
- BioA inh: -1.2

C[C@@H]1CN([C@H](C)CO)C(=O)c2cc(-c3cccc(C#N)c3)cnc2O[C@@H]1CN(C)C(=O)c1cnccn1
- BioA inh: 0.0

CN(C)CC(=O)N1[C@H](C#N)[C@H](c2ccc(-c3cccc(C(=O)N(C)C)c3)cc2)[C@H]1CO
- BioA inh: -2.2

C[C@@H]1CN([C@@H](C)CO)C(=O)c2cccc(NC(=O)c3nc4ccccc4s3)c2O[C@H]1CN(C)Cc1ccc(-c2ccccc2)cc1
- BioA inh: -0.2

NCCCCCNC(=O)[C@@H]1C[C@@H]2C(=O)N[C@@H](Cc3ccccc3)C(=O)N2[C@@H]1c1ccc(O)cc1
- BioA inh: -3.3

CN1c2ccc(-c3cccc(F)c3)cc2[C@@H]2[C@@H](CCN2C(=O)Cc2ccccc2)[C@H]1CO
- BioA inh: 7.8

C[C@@H]1CN([C@H](C)CO)C(=O)Cc2cc(NC(=O)Cn3cnnn3)ccc2O[C@H]1CN(C)CC1CCCCC1
- BioA inh: 2.6

CO[C@H]1CN(C)C(=O)c2cc(NS(=O)(=O)c3ccc(F)cc3)ccc2OC[C@@H](C)NC[C@H]1C
- BioA inh: -1.3

C[C@@H]1CN([C@@H](C)CO)C(=O)c2cc(NC(=O)CCN3CCOCC3)ccc2O[C@H]1CN(C)S(C)(=O)=O
- BioA inh: -1.0

Cc1cc(C(=O)Nc2cccc3c2O[C@H](CN(C)S(C)(=O)=O)[C@@H](C)CN([C@@H](C)CO)C3=O)n(C)n1
- BioA inh: -5.8

C[C@@H]1CN([C@H](C)CO)S(=O)(=O)c2ccc(Br)cc2O[C@H]1CN(C)S(=O)(=O)c1ccc(F)cc1
- BioA inh: 0.4

Pulled by compound from the list above:
CN(C)CC(=O)N1[C@H](C#N)[C@H](c2ccc(-c3cccc(C(=O)N(C)C)c3)cc2)[C@H]1CO
- BioA inh: -2.2

CCC(=O)N(C)C[C@@H]1Oc2cc(C#CCC3CCCC3)ccc2S(=O)(=O)N([C@H](C)CO)C[C@@H]1C
- BioA inh: -4.1

Continuation:
Cc1nn(C)cc1NC(=O)C[C@H]1CC[C@@H]2[C@H](COc3ccc(NC(=O)Nc4cccc(Cl)c4)cc3C(=O)N2C)O1
- BioA inh: 3.1

COc1ccc(NC(=O)Nc2ccc3c(c2)C(=O)N([C@@H](C)CO)C[C@@H](C)[C@H](CN(C)C(=O)C2CCCCC2)OCCCC[C@@H](C)O3)cc1
- BioA inh: -1.8

C[C@@H]1CN([C@H](C)CO)C(=O)c2cc(NC(=O)CCC(F)(F)F)ccc2O[C@@H](C)CCCCO[C@H]1CN(C)C(=O)C1CCCCC1
- BioA inh: 4.6

CC(=O)N1C[C@@H]2[C@H](c3ccccc31)[C@@H](CO)N2C(=O)Nc1ccc(F)cc1
- BioA inh: -3.0

O=C(CN1CCOCC1)NCC[C@@H]1CC[C@H](NS(=O)(=O)c2ccc(F)cc2)[C@@H](CO)O1
- BioA inh: -1.3

COc1ccccc1C#Cc1cnc2c(c1)C(=O)N([C@@H](C)CO)C[C@@H](C)[C@@H](CN(C)C(=O)c1ccc3c(c1)OCO3)O2
- BioA inh: -1.3

C[C@@H]1CN([C@@H](C)CO)C(=O)c2cc(N(C)C)ccc2O[C@@H](C)CCCCO[C@@H]1CN(C)Cc1ccc(C(F)(F)F)cc1
- BioA inh: -0.6

C[C@@H]1CCCCO[C@H](CN(C)C(=O)C2CCCCC2)[C@@H](C)CN([C@H](C)CO)C(=O)c2cc(NC(=O)C3CCCCC3)ccc2O1
- BioA inh: 0.2

CN1C(=O)c2cc(NC(=O)Cc3cccs3)ccc2OC[C@H]2O[C@H](CC(=O)O)CC[C@@H]21
- BioA inh: -0.5

CCCc1cn(CC[C@@H]2CC[C@H](NC(=O)CCN3CCCCC3)[C@@H](CO)O2)nn1
- BioA inh: -1.9

COc1cccc(-c2ccc3n(c2=O)C[C@@H]2[C@@H](CO)[C@H](C(=O)NC4CCCC4)[C@H]3N2C)c1
- BioA inh: -0.4

COc1ccc(NC(=O)Nc2ccc3c(c2)C(=O)N([C@@H](C)CO)C[C@@H](C)[C@@H](CN(C)C(=O)CCC(F)(F)F)OCCCC[C@@H](C)O3)cc1
- BioA inh: -4.0

O=C(C[C@H]1CC[C@H]2[C@@H](COC[C@@H](O)CN2Cc2nccs2)O1)NCc1ccc(-c2ccccc2)cc1
- BioA inh: -0.1

O=C(NC1CCCC1)N1CCCCN2[C@@H](CO)[C@H](c3ccc(-c4cccnc4)cc3)[C@@H]2C1
- BioA inh: -1.6

COC(=O)C[C@@H]1CC[C@@H]2[C@H](COc3ccc(NC(=O)Nc4ccc(Cl)cc4)cc3C(=O)N2C)O1
- BioA inh: 1.9

Cc1ccc(S(=O)(=O)Nc2cccc3c2O[C@@H](CN(C)Cc2ccccc2)[C@@H](C)CN([C@@H](C)CO)C3=O)cc1
- BioA inh: -0.7

C[C@H](CO)N1C[C@H](C)[C@@H](CN(C)C(=O)Nc2ccccc2F)Oc2cc(-c3cccc(C#N)c3)ccc2S1(=O)=O
- BioA inh: -0.2

O=C(N[C@H]1CC[C@@H](CCNS(=O)(=O)c2ccc(F)cc2)O[C@@H]1CO)C1CCCC1
- BioA inh: 3.2

COc1ccccc1S(=O)(=O)N(C)C[C@@H]1Oc2cc(/C=C/c3ccccc3)ccc2S(=O)(=O)N([C@H](C)CO)C[C@@H]1C
- BioA inh: -0.7

Cc1ccc(S(=O)(=O)N(C)C[C@H]2Oc3ccc(NC(=O)C4CC4)cc3CC(=O)N([C@@H](C)CO)C[C@@H]2C)cc1
- BioA inh: -1.9

C[C@@H]1CN([C@@H](C)CO)C(=O)Cc2cc(NS(=O)(=O)c3ccc(Cl)cc3)ccc2O[C@H]1CN(C)C(=O)Nc1ccccc1
- BioA inh: -0.7

C/C=C/c1ccc2c(c1)O[C@H](CN(C)CC1CC1)[C@H](C)CN([C@@H](C)CO)S2(=O)=O
- BioA inh: 1.2

Cc1noc(C)c1S(=O)(=O)N(C)C[C@H]1OCCCC[C@H](C)Oc2ccc(NS(C)(=O)=O)cc2C(=O)N([C@@H](C)CO)C[C@@H]1C
- BioA inh: -4.4

COC(=O)[C@H]1[C@H](CO)[C@H]2Cn3c(ccc(C4=CCCCC4)c3=O)[C@H]2N1C(=O)C1CC1
- BioA inh: -1.1

C[C@@H]1CN([C@H](C)CO)C(=O)c2cc(-c3cccc(C#N)c3)cnc2O[C@H]1CN(C)C(=O)C1CC1
- BioA inh: 1.9

A few values from above.
In BioA inh, CN1C(=O)c2cc(NC(=O)Cc3cccs3)ccc2OC[C@H]2O[C@H](CC(=O)O)CC[C@@H]21 is entered as -0.5
In BioA inh, C[C@@H]1CCCCO[C@H](CN(C)C(=O)C2CCCCC2)[C@@H](C)CN([C@H](C)CO)C(=O)c2cc(NC(=O)C3CCCCC3)ccc2O1 is entered as 0.2
In BioA inh, COc1ccc(NC(=O)Nc2ccc3c(c2)C(=O)N([C@@H](C)CO)C[C@@H](C)[C@@H](CN(C)C(=O)CCC(F)(F)F)OCCCC[C@@H](C)O3)cc1 is entered as -4.0

(list continues)
CCC(=O)Nc1ccc2c(c1)C(=O)N(C)[C@@H]1CC[C@H](CC(=O)N[C@@H](C)c3ccccc3)O[C@H]1CO2
- BioA inh: -1.6

CNC[C@H]1OCCCC[C@H](C)Oc2ccc(NC(=O)NC3CCCCC3)cc2C(=O)N([C@H](C)CO)C[C@@H]1C
- BioA inh: -1.5

COC(=O)C[C@@H]1CC[C@H]2[C@H](COc3ccc(NC(=O)Nc4cccc(C#N)c4)cc3C(=O)N2C)O1
- BioA inh: 5.7

Cc1noc(C)c1S(=O)(=O)Nc1ccc2c(c1)C(=O)N([C@@H](C)CO)C[C@@H](C)[C@@H](CN(C)C(=O)NC1CCCCC1)O2
- BioA inh: -1.7

C[C@H](O)C#Cc1ccc2c(c1)O[C@@H](CN(C)C(=O)C1CC1)[C@H](C)CN([C@@H](C)CO)S2(=O)=O
- BioA inh: 0.0

Screens deposited in PubChem by Broad Institute.
